EWS-Fli block: EWS/Fli-driven NR0B1 reporter inhibitors, primary screen, A673 cells, NR0B1 luciferase, luminescence, MLPCN library; viability-normalised; inhibition, % at 12.6 µM; 350,000 tested, 0.67% active; AID 651661, 2012;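 active means mean inhibition of at least 50% after viability correction, with every replicate also passing that limit; inconclusive means mean reaches 50% but only one of two replicates passes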;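 further: firefly luciferase signal divided by Alamar Blue viability fluorescence both relative to DMSO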
Casp6 inh: human caspase-6 inhibitors, primary screen, biochemical, VEID-R110 fluorescence, single point, set 2; AID 686996, 2013; P55212; purified caspase-6, Z-VEID-R110 cleavage fluorescence; inhibition, % at 12.5 µM; 350,000 tested, 0.53% active;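 active means mean inhibition across replicates at least about 35%, with every replicate also reaching that limit, limit read from the data; inconclusive means only one of the two criteria met; inactive means neither criterion met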;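 further: 0% = median of neutral control wells and 100% = no fluorescence left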
Target sequence (P55212 24-179 limits assumed): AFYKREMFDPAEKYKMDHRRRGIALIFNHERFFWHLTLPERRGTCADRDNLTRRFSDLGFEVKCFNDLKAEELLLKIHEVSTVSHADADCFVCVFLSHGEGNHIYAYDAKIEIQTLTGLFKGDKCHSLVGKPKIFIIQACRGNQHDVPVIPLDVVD
Target sequence (P55212 194-293 limits assumed): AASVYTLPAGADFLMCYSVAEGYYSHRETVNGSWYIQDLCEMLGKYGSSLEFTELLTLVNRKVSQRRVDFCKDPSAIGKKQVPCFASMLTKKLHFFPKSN
DENV2 CPE rescue: inhibitors of DENV2 cytopathic effect, primary screen, cell-based, plate reader, single concentration | CPE inhibition, % at 9.99 µM | 350,000 tested, 1.7% active | DENV2-infected cells, cytopathic effect rescue; in the data active means CPE inhibition above about 20%, passing the limit was not always enough; inconclusive means no clear call, values can overlap the other calls; tested in BHK-21 cells;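 further: 0% = median of neutral control wells and 100% = median of positive control wells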
SIRT5 block: SIRT5 desuccinylase inhibitors, primary screen, biochemical, fluorescence imaging, single point, set 5 | NAD-dependent protein deacylase sirtuin-5, mitochondrial (Homo sapiens), Q9NXA8 | 330,000 tested, 1.1% active | AID 652115, 2013 | Purified SirT5, succinyl-peptide AMC, trypsin-coupled fluorescence | inhibition, % at 15 µM; in the data active means inhibition above about 15%; inconclusive means no clear call, values can overlap the other calls
Target sequence (Q9NXA8 whole entry, looked up): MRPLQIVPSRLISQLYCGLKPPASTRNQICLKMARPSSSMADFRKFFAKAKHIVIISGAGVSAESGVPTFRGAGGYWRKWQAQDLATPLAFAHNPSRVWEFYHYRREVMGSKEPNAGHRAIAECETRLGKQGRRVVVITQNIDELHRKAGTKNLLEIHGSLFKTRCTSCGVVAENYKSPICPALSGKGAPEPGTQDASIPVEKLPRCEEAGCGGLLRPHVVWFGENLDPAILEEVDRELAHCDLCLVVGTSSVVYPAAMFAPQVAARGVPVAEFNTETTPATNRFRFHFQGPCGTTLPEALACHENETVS
ARNT TACC3 PPI: disruptors of ARNT/TACC3 protein interaction, primary screen, biochemical, AlphaScreen, single concentration | Transforming acidic coiled-coil-containing protein 3 (Homo sapiens), Q9Y6A5 | AlphaScreen His-ARNT PAS-B/GST-TACC3 binding, luminescence; TACC3 fragment carries E629A point mutation | inhibition, % at 9.99 µM | 390,000 tested, 0.66% active | AID 623870, 2012;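 active means mean inhibition of replicates at least 50% and at least half of replicates each reaching 50%; inconclusive means half or more replicates reach 50% but mean below 50%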;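 further: 0% = complete ARNT plus TACC3 wells and 100% = ARNT alone without TACC3; many hits fall short of the cut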
PAX8 inh HTS: inhibitors of PAX8-driven TPO luciferase reporter, primary screen, RMG-I cells, single concentration. SteadyGlo, 24 h. inhibition, % at 12.6 µM. 360,000 tested, 1.2% active;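 active means mean replicate inhibition at least 60% with every replicate also reaching 60%; inconclusive means only one of the two criteria is met; inactive means mean below 60% and not all replicates reaching 60%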;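 further: luciferase light reporting Pax8 driven TPO promoter activity; plate controls were median of neutral control wells for no effect and mitoxantrone controls for full effect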
LGR2 antag: inhibitors of bursicon-induced LGR2 CRE-luciferase signal, primary screen, cell-based, HEK293, CRE-luciferase reporter, bursicon stimulation | Drosophila bursicon receptor LGR2 (rickets) | bursicon-stimulated, 4 h | inhibition, % at 9.99 µM | 380,000 tested, 0.35% active | AID 720647, 2013;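 active means drop in luminescence signal, shown as inhibition above about 50% in the replicate tests, limit read from the data, passing the limit was not always enough; inconclusive means probably only some replicates passing the limit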;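 further: agonist challenge used bursicon conditioned medium at about half maximal strength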
* hit, by the source's call; ? = inconclusive; · = no result given; & = joins results of further samples.

SMILES	EWS-Fli block	Casp6 inh	DENV2 CPE rescue	SIRT5 block	ARNT TACC3 PPI	PAX8 inh HTS	LGR2 antag
Cc1noc(C)c1NC(=O)Nc1ccc2c(c1)C(=O)N([C@@H](C)CO)C[C@H](C)[C@@H](CN(C)Cc1ccccc1)OCCCC[C@@H](C)O2	-10	1	-6	-1	-3	-8	0
Cc1ccc(SCCNC(=O)/C=C/c2ccc([N+](=O)[O-])cc2)cc1	10	4	·	2	0	-5	·
O=C(CC(=O)N/N=C\c1ccccc1[N+](=O)[O-])NCCc1ccccc1	-2	-1	8	-1	11	12	-5
COc1ccc(CCCc2n[nH]c(=S)o2)c(C)c1	-13	4	-2	1	2	12	-13
CCN(CC)c1ccc2nc3ccc(N)cc3[n+](-c3ccccc3)c2c1	28	29	?	-2	26	·	59*
Cc1ccc(NC(=O)C(=O)NCc2ccco2)c(C)c1	-56	-1	?	-2	2	-113	-28
CC(=O)Nc1ccc(NC(=O)C2(C)Cc3c(-c4cccc(C(F)(F)F)c4)ccnc3O2)cc1 (centres undefined)	2	2	0	2	·	·	4
Cc1cc(C(=O)N/N=C/c2c(C)n(C)c3ccccc23)n[nH]1	0	0	?	7	-1	9	-10
COc1ccc(S(=O)(=O)N2CCC(C(=O)N(CC(C)C)C3CCS(=O)(=O)C3)CC2)cc1OC (centres undefined)	14	-4	?	6	-2	-5	-14
CCNC(=O)Nc1ccc2c(c1)C(=O)N(C)[C@H]1CC[C@H](CC(=O)NCCN3CCCC3)O[C@@H]1CO2	-7	·	-1	·	0	4	6
COCC(=O)Nc1ccc2c(c1)OC[C@@H](C)N(C(=O)c1ccccc1F)C[C@H](C)[C@@H](OC)CN(C)C2=O	-3	-3	5	4	-3	·	-4
OC(c1ccc(Cl)c(Cl)c1)c1ncc(-c2ccccc2C(F)(F)F)[nH]1 (centres undefined)	-3	2	5	-2	·	-13	11
COCC(=O)Nc1ccc2c(c1)C(=O)N(C)C[C@H](OC)[C@H](C)CN(CCC(F)(F)F)[C@H](C)CO2	-6	-1	-8	-15	-17	-1	3
Cc1cc(C(=O)Nc2cccc3c2O[C@@H](CN(C)Cc2ccc(C(F)(F)F)cc2)[C@H](C)CN([C@H](C)CO)C3=O)n(C)n1	-2	2	-10	0	4	12	4
C[C@H]1CN([C@@H](C)CO)C(=O)c2cccc(NC(=O)c3nc4ccccc4s3)c2O[C@H]1CN(C)Cc1ccccc1	-3	-2	-5	2	18	0	5
COc1ccc(CNC(=S)Nc2cc(OC)ccc2OC)cc1	-2	2	0	-2	6	3	-19
CC1CCCN(C2(O)C(=O)Nc3ccc(Br)cc32)C1 (centres undefined)	4	7	-4	1	4	-6	17
C[C@H](CO)N1C[C@H](C)[C@@H](CN(C)C(=O)CCCN(C)C)OCCCC[C@H](C)Oc2ccc(N(C)C)cc2C1=O	-2	-2	-11	-5	-6	-20	-3
CC(=O)Nc1ccc(Nc2ccc3c4c(cc(=O)n3C)-c3ccccc3C(=O)c24)cc1	14	5	-2	-1	9	-8	-2
C[C@@H]1CN([C@@H](C)CO)S(=O)(=O)c2ccc(C#CC(C)(C)O)cc2O[C@H]1CN(C)C(=O)C1CCCCC1	11&-1	5&0	-11&-3	-1&-1	0	-15	-9
CN(C)CCCNC(=O)C[C@@H]1C=C[C@H](NS(=O)(=O)c2ccc(F)cc2)[C@H](CO)O1	0	-1	2	-2	-6	-14	11
CC1(OC(=O)C2CCCC2)C(=O)C=C2C=C(c3ccsc3)N(CCc3ccccn3)C=C2C1=O (centres undefined)	-3	20	-1	0	4	1	9
CCCc1sc(N)nc1-c1ccc(Cl)cc1	-12	0	5	0	6	8	-16
COc1ccc(C(=O)Nc2cccc(/C(C)=N\NC(=O)c3ccoc3C)c2)cc1OC	-21	1	1	-3	·	-57	-31
COc1ccc(/C=C(/CC(=O)Nc2ccc(C)cc2)c2nc3ccccc3s2)cc1	-20	-1	-10	-1	2	-10	1
C/C=C/c1ccc2c(c1)O[C@@H](CN(C)CCC)[C@@H](C)CN([C@H](C)CO)S2(=O)=O	-7	-3	5	-2	0	·	-9
O=C(CNC(=O)N1CC(=O)Nc2ccccc21)Nc1cccc(F)c1	·	-6	-3	-21	3	5	-5
COc1ccc(C2CC(c3cccs3)=NN2C(=S)Nc2ccccc2)cc1OC (centres undefined)	-4	1	8	-4	-1	14	-16
CCOc1ccc(CNC(c2ccccc2)c2ccccc2)cc1	-3	1	1	-9	-30	3	5
Cc1ccc(S(=O)(=O)N(C)C[C@H]2Oc3ncc(-c4ccccc4)cc3C(=O)N([C@H](C)CO)C[C@@H]2C)cc1	1	-3	6	3	-11	·	11
COCC(=O)N1[C@@H](CO)[C@@H]2c3ccccc3N(C(=O)Nc3ccccc3Cl)C[C@@H]21	0	-2	?	12	5	9	-5
CCCS(=O)(=O)Nc1ccc2cn[nH]c2c1	-1	7	-3	-1	1	10	16
O=C(Nc1ccccc1)N1CCCCN2[C@@H](CO)[C@@H](c3ccc(C#Cc4cccnc4)cc3)[C@@H]2C1	-4	·	·	·	8	-5	16
CCc1cccc(C)c1NC(=O)COC(=O)C1CCN(S(=O)(=O)c2ccccc2)CC1	-7	1	-2	-3	-2	-13	-13
CC1CCCCN1C(=O)c1c([N+](=O)[O-])cnn1C (centres undefined)	·	-4	16	-18	-4	6	-8
O=C(Nc1ccc(C(=O)O)cc1)/C(=C\c1ccc(F)cc1)NC(=O)c1ccco1	6	2	-3	·	-8	-26	10
Cc1cc(C)n2ncc(/C(N)=N/OC(=O)Nc3ccc(Cl)cc3)c2n1	2	4	1	-2	-7	3	·
COc1ccc(-c2csc(C(O)(c3ccccc3)C(F)(F)F)n2)cn1 (centres undefined)	1	3	-7	-3	·	-8	-1
O=C1N[C@@H](c2ccccc2)COC(=O)[C@@H](Cc2ccc(F)cc2)CC/C=C/C[C@H]1CC(=O)N(CCO)Cc1ccccc1	-11	4	-4	-3	-3	1	8
Cc1cc(Cl)ccc1OCC(=O)OCC(=O)NC1CCCC1	-2	0	0	6	-9	0	-8
CCCN(C)C[C@@H]1Oc2ncc(-c3cccc(C#N)c3)cc2C(=O)N([C@H](C)CO)C[C@@H]1C	-1	-4	3	-3	22	·	16
CN1CCN(C(=S)Nc2ccc(Cl)c(Cl)c2)CC1	0	-2	78*	·	-5	126*	9
CC(=O)N(C)C[C@@H]1Oc2ncc(-c3cncnc3)cc2C(=O)N([C@@H](C)CO)C[C@H]1C	-2	-1	6	0	-1	·	6
CC[n+]1ccc(/C=C/c2ccc(N(C)C)cc2)c2ccccc21	58*	-7	-1	4	38	95*	16
C[C@@H]1CCC2[C@](C)(CO)[C@@H](O)CC[C@]2(C)[C@@]12C[C@](CO)(CC(=O)O)CO2 (some centres undefined)	5	-1	-2	-1	-5	5	0
CN(C)CCCn1c(SCC(=O)Nc2nc(-c3cccc(Br)c3)cs2)nc2ccccc2c1=O	-25	-11	3	4	-2	-19	-19
C[C@@H]1CN([C@@H](C)CO)C(=O)c2cc(C#CC3CCCC3)cnc2O[C@H]1CN(C)C(=O)c1ccncc1	-1	-2	4	3	-2	31	10
O=C(C[C@@H]1CC[C@H]2[C@@H](COC[C@H](O)CN2CC2CC2)O1)NCC1CC1	5	-1	8	-3	-5	-9	6
COc1ccc(-n2c(SCC(=O)N(C)c3ccccc3)nc3c([nH]c4ccccc43)c2=O)cc1OC	22	-2	3	0	-3	10	26
CCN1C(=O)[C@H]2[C@@H](c3ccc(-c4cccc(Cl)c4)c(OC)c3)N[C@@](C)(C(=O)OC)[C@H]2C1=O	23	1	-1	·	-1	8	0
O=C(NC1CCCC1)N1CCCCN2[C@@H](CO)[C@H](c3ccc(-c4ccccc4)cc3)[C@@H]2C1	-3	2	18	-3	-4	-20	-19
COc1ccc2[nH]c3c(NCCCOC(C)C)ncnc3c2c1	-66	12	14	-26	15	-107	-9
Cc1ccc(N2C(=O)c3ccccc3C(C)(C)C2=O)cc1	6	0	1	-1	-2	-14	8
CCc1ccc(NC(=O)CN(C(=O)N2CCN(CC)CC2)S(=O)(=O)c2ccc(C)cc2)cc1	-4	-4	1	-4	1	12	2
Cc1ccc(C)c(N2CCN(c3ncccc3[N+](=O)[O-])CC2)c1	0	0	3	3	16	62*	32
CCCc1cc(C(=O)Nc2ccc(C)cc2)no1	0	2	-1	-4	-7	-230	1
CC(CC(=O)c1ccccc1)=NCCCN=C(C)CC(=O)c1ccccc1	6	1	-6	-8	·	-16	-12
O=C(C[C@H]1CC[C@H](NC(=O)Nc2cc(F)ccc2F)[C@H](CO)O1)NCCCN1CCOCC1	-3	2	17	-2	-7	1	2
O=C(NC1CCCCC1)[C@@H]1[C@@H](CO)[C@@H]2Cn3c(cccc3=O)[C@@H]2N1CC1CCCCC1	-11	4	-3	-2	7	·	3
Cc1nn(-c2ccccc2[N+](=O)[O-])c(=O)c2ccccc12	-3	2	3	0	-2	-16	·
Going on with the list:
SMILES	EWS-Fli block	Casp6 inh	DENV2 CPE rescue	SIRT5 block	ARNT TACC3 PPI	PAX8 inh HTS	LGR2 antag
CC(=O)C1=C(C)Nc2ncnn2C1c1ccc(Cl)cc1Cl (centres undefined)	·	-1	·	-3	·	·	12
CCC(=O)N(C)C[C@@H]1Oc2ncc(C#C[C@@H](C)O)cc2C(=O)N([C@H](C)CO)C[C@@H]1C	10	2	?	-2	-8	-23	-3
O=C(CSc1nc(-c2ccccc2)c(-c2ccccc2)o1)NCCCO	-11	-1	-4	0	-3	9	-3
O=C(c1cccnc1)N1CC(=O)N2[C@H](CO)[C@H](c3ccc(/C=C/c4ccccc4)cc3)[C@H]2C1	-3	·	-5	14	·	56	-1
COc1cccc(CC(NC(C)=O)C(=O)NC2CCN(c3c(Cc4ccccc4)c(C)nc4ncnn34)CC2)c1OC (centres undefined)	·	·	·	·	-4	25	7
Cc1nc(N)nc(Cl)c1Cc1ccc(Cl)cc1	-7	3	0	-12	-14	20	15
CCN1CCN(S(=O)(=O)c2ccc(Cl)c(C(=O)N(C)CCOc3ccc(Cl)cc3)c2)CC1	12	18	67*	1	4	17	-4
O=C(C1CC1)N(Cc1nc2ccccc2c(=O)[nH]1)Cc1cccs1	9	3	-2	-2	-3	10	5
S=C(Nc1ccc(Cl)c(Cl)c1)NN1CCOCC1	·	·	·	·	-8	-7	-18
Cc1ccc(CN2CCN(Cc3cccc(C)n3)CC2CCO)cc1 (centres undefined)	14	-3	-2	1	·	0	4
C[C@@H]1CN([C@@H](C)CO)S(=O)(=O)c2ccc(-c3cncnc3)cc2O[C@@H]1CN(C)C(=O)Cc1cccnc1	-3	-3	11	3	10	11	5
C/C(=N\NC(=O)c1ccc(O)cc1)c1cccc(NC(=O)c2ccc(Cl)cc2)c1	-72	2	-8	-6	-6	-63	-13
Fc1ccccc1CNCCC(Cc1ccccc1)c1ccc2c(c1)OCO2 (centres undefined)	9	-1	2	-4	1	7	19
O=C(C[C@H]1CC[C@@H]2[C@H](COC[C@@H](O)CN2S(=O)(=O)c2ccccc2)O1)NCC1CCCCC1	2	0	1	100*	7	3	·
COc1ccc(C#Cc2ccc([C@H]3[C@H]4CN(C(=O)c5cccnc5)CC(=O)N4[C@H]3CO)cc2)cc1	4	2	?	0	·	-11	-26

Screens (PubChem BioAssay)
